Assay outcomes deposited in PubChem BioAssay by several laboratories.
FadD28 binding – inhibitors of FadD28 bisubstrate probe binding, primary screen, biochemical, fluorescence polarization, single point; actives 0.22% (n = 360,000); inhibition, % at 12.5 µM; AID 588549, 2011; Mycobacterium tuberculosis FadD28 fatty-acid-AMP ligase; in the data active = inhibition above about 8.5%, passing the limit was not always enough; inconclusive = no clear call, values can overlap the other calls
PrPC TRFRET – inhibitors of human cell surface prion protein PrPC, primary screen, cell-based, TR-FRET | Major prion protein (Homo sapiens), P04156 | TR-FRET read-out | inhibition, % at 13.8 µM | actives 0.43% (n = 370,000); in the data active = inhibition above about 24%; also: 0% = median of the test wells and 100% = reference compound wells
Rv3671c inh – Rv3671c serine protease inhibitors, primary screen, biochemical, fluorescence polarization, M. tuberculosis H37Rv. P9WHR9. inhibition, % at 5.96 µM. actives 0.048% (n = 320,000). AID 2606, 2010; in the data active = inhibition above about 38%;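 also: extracellular domain of Rv3671c used as enzyme; 0% = enzyme with DMSO and 100% = no enzyme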
Target sequence (P9WHR9 whole entry, looked up, the tested form may be a part): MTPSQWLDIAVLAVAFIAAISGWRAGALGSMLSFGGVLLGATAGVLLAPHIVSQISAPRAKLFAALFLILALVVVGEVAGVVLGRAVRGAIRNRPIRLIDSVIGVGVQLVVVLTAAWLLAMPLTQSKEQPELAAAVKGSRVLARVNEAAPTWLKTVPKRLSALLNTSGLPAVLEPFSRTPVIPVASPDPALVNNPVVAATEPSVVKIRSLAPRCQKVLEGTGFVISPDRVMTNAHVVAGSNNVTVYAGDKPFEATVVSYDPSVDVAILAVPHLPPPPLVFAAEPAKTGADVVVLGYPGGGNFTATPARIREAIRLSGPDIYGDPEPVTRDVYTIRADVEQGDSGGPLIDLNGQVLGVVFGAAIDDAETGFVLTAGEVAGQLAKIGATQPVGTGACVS
BoNT F protease – BoNT/F light chain protease inhibitors, primary screen, biochemical, flow cytometry, MLPCN library. Botulinum neurotoxin type F light chain protease (Clostridium botulinum). Multiplex microsphere protease cleavage assay. inhibition, % at 10 µM. actives 0.22% (n = 360,000). AID 588497, 2011; in the data active = inhibition above about 35%, passing the limit was not always enough; inconclusive = no clear call, values can overlap the other calls; also: plate controls were buffer without enzyme for full effect and enzyme alone for no effect
Mtb FBA inh – Mtb FBA enzyme inhibitors, primary screen, biochemical, fluorescence, strain H37Rv; purified M. tuberculosis FBA, fluorescence read-out; inhibition, % at 1 µM; actives 2.3% (n = 360,000); AID 588726, 2011; in the data active = inhibition above about 27%;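 also: 0% = vehicle and 100% = reference inhibitor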
MazEF act – activators of E. coli MazEF toxin-antitoxin RNase, primary screen, biochemical, fluorescence, uHTS | Endoribonuclease toxin MazF (Escherichia coli (strain K12)), P0AE70 | FAM/BHQ RNA-DNA oligo cleavage fluorescence, 5 h | activation, % at 20 µM | actives 0.32% (n = 350,000) | AID 504720, 2011; in the data active = activation above about 50%
Target sequence (P0AE70 whole entry, looked up): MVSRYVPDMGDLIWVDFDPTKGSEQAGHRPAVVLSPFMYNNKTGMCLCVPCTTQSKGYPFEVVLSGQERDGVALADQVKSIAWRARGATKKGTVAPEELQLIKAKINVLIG
Mtb UGM inh – M. tuberculosis UGM enzyme inhibitors, primary screen, biochemical, fluorescence polarization, single point. actives 0.06% (n = 320,000). AID 504406, 2011. inhibition, % at 10 µM. purified UGM, fluorescence polarization probe displacement. UDP-galactopyranose mutase (Mycobacterium tuberculosis (strain ATCC 25618 / H37Rv)), …; in the data active = inhibition above about 10%, passing the limit was not always enough; inconclusive = no clear call, values can overlap the other calls
Target sequence (P9WIQ1 whole entry, looked up): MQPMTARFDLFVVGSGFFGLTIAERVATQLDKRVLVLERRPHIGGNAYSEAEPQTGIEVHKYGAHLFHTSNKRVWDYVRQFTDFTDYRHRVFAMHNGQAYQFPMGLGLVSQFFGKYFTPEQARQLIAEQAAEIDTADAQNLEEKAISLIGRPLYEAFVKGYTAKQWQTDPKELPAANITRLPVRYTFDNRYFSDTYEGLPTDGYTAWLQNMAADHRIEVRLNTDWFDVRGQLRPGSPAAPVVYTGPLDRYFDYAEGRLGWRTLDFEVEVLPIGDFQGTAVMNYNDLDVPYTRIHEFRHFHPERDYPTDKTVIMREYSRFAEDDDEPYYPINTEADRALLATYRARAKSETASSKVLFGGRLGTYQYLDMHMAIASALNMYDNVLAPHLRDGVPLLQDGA
GDH-TPI inh – GDH-TPI coupling enzyme inhibitors, primary screen, artefact control for M. tuberculosis FBA inhibitor project, biochemical, absorbance, full deck; GDH-TPI coupled enzyme counterscreen, NADH absorbance; inhibition, % at 4.8 µM; actives 1.2% (n = 360,000); in the data active = inhibition above about 30%;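 also: 0% = DMSO wells and 100% = wells lacking the enzyme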
Mtb BioA inh – M. tuberculosis BioA enzyme inhibitors, primary screen, biochemical, plate reader, single point, HTS | 7,8-diaminopelargonic acid synthase BioA (Mycobacterium tuberculosis) | purified M. tuberculosis BioA enzyme | inhibition, % at 9.99 µM | actives 0.096% (n = 360,000) | AID 602481, 2012; in the data active = inhibition above about 40%; inconclusive = no clear call, values can overlap the other calls
Starred values were filed as active, the others as inactive; ? = inconclusive; nt = no result given; & = joins results of further samples.

SMILES,Mtb BioA inh,PrPC TRFRET,Mtb FBA inh,Mtb UGM inh,GDH-TPI inh,MazEF act,BoNT F protease,Rv3671c inh,FadD28 binding
O=c1ccc(Cc2ccc(Cl)cc2)n[nH]1,nt,-3,3,-0.3,7,9,3,-3,-2.3
Cc1nn(-c2ccccc2)c2c1C(c1ccc([N+](=O)[O-])cc1)N1C(=N2)C(=O)Nc2ccccc21 (stereo not given),nt,10,1,4.4,15,1,4,-37,-0.6
COCCNC(=O)NC12CC3(C)CC(C)(CC(C)(C3)C1)C2,nt,8,-1,-1.1,3,-5,-3,-1,-4.1
O=C(CCc1nc(-c2ccccc2)c(-c2ccccc2)o1)OCc1ccc(Cl)cc1,-0.2,0,0,1.1,17,-7,-2,-6,-1.0
COc1cccc(-c2nc3n(n2)CCc2ccccc2-3)c1,0.0,5,2,nt,10,-2,8,nt,-3.6
C=CCc1cccc(C=Nc2cccn3cc(-c4ccccc4)nc23)c1O,nt,6,39*,-3.5,9,-17,1,2,-0.5
CC1CN(C(=O)CN2C(=O)NC3(CCCCCCC3)C2=O)CC(C)O1 (stereo not given),nt,3,0,1.4,7,0,-10,-3,-1.6
CSc1ccccc1OCc1cc(C(=O)NCCC2=CCCCC2)no1,-1.9,7,2,-1.7,9,-6,-1,7,-0.7
Cc1cc(C)nc(NC(=O)c2cccs2)c1,0.6,8,-2,-0.9,3,8,?,-2,-1.4
CC(=O)C1=CCC(c2ccccc2Cl)N(S(=O)(=O)c2ccc(C)cc2)C1 (stereo not given),-1.0,-2,0,nt,nt,nt,-2,nt,-1.5
CCOc1ccc(N(Cc2cc3cc(OC)ccc3[nH]c2=O)C(=O)C2CCCO2)cc1 (stereo not given),-0.8,8,21,2.1,16,2,-1,6,1.3
Cn1c(=O)oc2cc(S(=O)(=O)NC3CCN(Cc4ccccc4)CC3)ccc21,5.5,-9,-2,1.2,2,10,-2,4,-5.7
Cc1cc(C)n2nc(C)[n+](C)c2n1,-0.7,4,2,-2.8,-3,-1,-1,3,-2.3
CCCCCCCCNS(=O)(=O)CCNCc1ccccc1OC,-0.4,1,2,nt,-6,1,-16,nt,-1.4
CCOC(=O)C1=C(O)/C(=C\c2ccc(CNS(=O)(=O)c3ccc(Br)cc3)o2)N=C1C,-2.6,-4,-2,3.0,22,5,4,-13,5.8
COc1ccccc1S(=O)(=O)N(C)C[C@@H]1OCc2cnnn2CCCC(=O)N([C@H](C)CO)C[C@H]1C,1.0&0.2,-1,-2,nt,-2,2,-2,nt,-3.3
COc1ccc(NC(C)=O)cc1CNC(=O)COc1c(C)c(C)cc(C)c1C,nt,-1,3,-0.5,-1,-4,8,-5,-2.3
COc1ccc(NC(=O)C2CC(=O)OC23CCCCC3)cc1 (stereo not given),-0.8,11,0,-0.5,6,3,-5,-1,0.1
CC(C)C(OC(=O)Cn1nnc2ccccc21)C(=O)NC1CCCC1 (stereo not given),10,-4,1,-0.2,-5,3,-2,1,-4.2
CN(CCc1ccccn1)C(=O)CCC1CCCN(C(=O)c2ccc3c(c2)OCCO3)C1 (stereo not given),nt,-1,1,1.5,10,2,6,3,-2.3
COc1ccc(N/N=C(/C#N)S(=O)(=O)c2nsc(C)c2C#N)cc1,2.3,7,-3,-0.8,38*,0,1,2,1.2
O=C(c1ccc(Br)c(S(=O)(=O)N2CCOCC2)c1)N1CCN(C/C=C/c2ccccc2)CC1,1.7,-8,-3,nt,-4,-2,-4,nt,-3.4
Cc1ccc(C)c(S(=O)(=O)NCc2ccc(C(=O)N3CCN(c4ccccc4)CC3)cc2)c1,0.3,-7,3,1.3,8,8,-5,4,0.0
O=C(O)c1ccc(Cn2ccc3ccccc32)o1,0.3,-3,1,0.8,10,-31,?,5,3.4
COCc1nnc(NC(=O)c2ccc(S(=O)(=O)N3CCCCCC3)cc2)o1,-0.4,5,-6,2.1,3,2,-4,6,-1.9
CCCCOC(=O)Nc1nc2ccc([N+](=O)[O-])cc2s1,nt,7,-1,0.1,-8,7,-2,6,-4.1
Cc1ccccc1-n1ncc2c(SCC(=O)NC3CCCC3)ncnc21,-1.5,12,-1,0.9,-7,4,3,-9,-2.3
COc1cccc(C(C(=O)NC2CCCC2)N(Cc2ccc(C)cc2)C(=O)c2ccco2)c1OC (stereo not given),1.2,2,4,6.8,6,6,-5,-1,-0.8
CCOC(=O)c1c(-c2ccc(F)cc2)csc1NC(=O)C1CC=CCC1C(=O)O (stereo not given),nt,2,3,0.0,-9,-5,0,-8,-0.5
COc1cccc(N(CC(=O)NCC2CCCO2)C(=O)CNS(=O)(=O)c2ccccc2)c1 (stereo not given),nt,-4,7,0.1,3,20,-10,5,-1.0

2 entries from above, set out differently:
> CC1CN(C(=O)CN2C(=O)NC3(CCCCCCC3)C2=O)CC(C)O1 (stereo not given)
  Mtb BioA inh: nt	PrPC TRFRET: 3	Mtb FBA inh: 0	Mtb UGM inh: 1.4	GDH-TPI inh: 7	MazEF act: 0	BoNT F protease: -10	Rv3671c inh: -3	FadD28 binding: -1.6
> CSc1ccccc1OCc1cc(C(=O)NCCC2=CCCCC2)no1
  Mtb BioA inh: -1.9	PrPC TRFRET: 7	Mtb FBA inh: 2	Mtb UGM inh: -1.7	GDH-TPI inh: 9	MazEF act: -6	BoNT F protease: -1	Rv3671c inh: 7	FadD28 binding: -0.7

Continuation.
SMILES,Mtb BioA inh,PrPC TRFRET,Mtb FBA inh,Mtb UGM inh,GDH-TPI inh,MazEF act,BoNT F protease,Rv3671c inh,FadD28 binding
Clc1ccc2c(c1)C(OC1CN3CCC1CC3)c1ccccc1CS2 (stereo not given),1.8,-26,3,1.5,6,34,1,5,-1.9
CCNc1nc(Nc2ccc(C)c(Cl)c2)c2cnn(C)c2n1,0.7,18,2,-2.0,8,2,-18,9,-3.2
COc1ccc(CCNC(=O)C2CCCN(S(=O)(=O)c3ccccc3)C2)cc1 (stereo not given),1.0,5,2,-1.0,-11,-2,-2,-7,-3.1
COc1ccc(C)cc1NC(=O)CSc1nnc(COc2ccccc2)n1Cc1ccco1,3.5,14,1,1.3,3,-1,10,-4,-2.3
CN1C(=O)NC2C1N(S(C)(=O)=O)CCN2S(C)(=O)=O (stereo not given),-0.1,-3,4,-1.0,5,4,-12,-3,0.0
Cc1cc(Cl)ccc1C(=O)C1CCCN(C(=O)c2snnc2C)C1 (stereo not given),nt,8,0,0.9,8,-5,-2,5,-1.4
CCOC(=O)c1c(C)c(C(=O)N2CCCCCC2)c(C)n1CC,nt,nt,0,-0.1,-6,1,0,4,-1.3
COc1ccc(-n2ccnc(SCC(=O)NCc3ccc(C)cc3)c2=O)cc1Cl,0.3,-12,6,0.6,9,-4,5,6,-3.7
CN(C(=O)CCn1c(=S)oc2ccccc21)c1ccc(F)cc1,nt,8,-5,0.7,9,6,-4,-7,0.3
Cc1ccc(S(=O)(=O)NC(CC(C)C)C(=O)NCC(c2ccco2)N2CCCCC2)cc1 (stereo not given),-1.6,nt,-2,-0.5,2,-7,2,-3,-0.9
CN(C)C(=O)COc1ncnc2sc(-c3ccccc3)cc12,-1.1,-15,1,0.2,11,6,-13,-2,-2.3
Cc1c([N+](=O)[O-])c(C(=O)Nc2ccc3c(c2)OCCO3)nn1C,0.0,-13,-3,-0.5,6,1,-1,-2,-4.1
COc1ccc(O)c(-c2[nH]ncc2C(=O)c2ccccc2C)c1,0.6,4,-1,-2.5,6,1,-4,-3,-2.4
CC(C)CCN(C(=O)c1ccc(Br)cc1)c1c(N)n(Cc2ccccc2)c(=O)[nH]c1=O,-0.3,6,-1,-0.6,-3,-7,11,1,-3.4
O=C1CC(=O)Nc2cc(S(=O)(=O)Nc3ccc(F)cc3Cl)ccc2N1,-1.2,-5,1,0.1,1,9,3,-2,0.1
O=C(c1cc(-c2cccnc2)nc2ccccc12)N1CCCc2ccccc21,0.6,8,-2,-3.7,16,5,-3,0,-1.7
C/C(=N\NC(=S)NCC(C)(C)C)c1cc(F)cc(F)c1O,-0.4,1,-3,-2.4,6,-3,nt,18,-0.9
CCc1ccc(C(=O)OCC(=O)NC2CCCC2)cc1,-1.3,-10,1,0.5,8,2,-6,-8,-1.0
O=C(Oc1ccc2ccc(=O)oc2c1)c1ccccc1,-1.3,8,63*,1.2,14,1,-7,2,-0.8
COc1cccc(N2CCN(C(=O)c3cc(C)oc3C)CC2)c1,0.1,-1,-2,-0.2,-4,0,8,-15,-2.2
O=C(C1CCC1)N1CCc2cc(S(=O)(=O)Nc3ccc4c(c3)OCO4)ccc21,-0.7,8,-14,-0.1,-16,-1,-27,8,-4.9
CCOC(=O)c1ccccc1NC(=O)N[C@@H](C)C(=O)OC,-0.9,4,5,0.1,3,-1,-2,3,0.0
CCn1ncc(NC(=S)Nc2ccc3c(c2)OCO3)c1C(N)=O,nt,14,2,-1.0,2,-12,6,-6,-5.1
CC(C)c1ccc(OCC(=O)N2CCN(C(=O)c3ccco3)CC2)cc1,0.4,-3,-1,0.0,0,3,-2,nt,-3.5
COc1cccc(CN2CC(C(=O)NCCCn3ccnc3C)CCC2=O)c1 (stereo not given),0.8,1,-2,1.3,0,-10,-3,4,-4.2
Cc1cccc(C)c1NC(=O)CN1C(=O)N(C)Cc2ccccc21,-3.7,-2,5,-0.4,8,-3,3,-9,-0.6
CCCCCn1c(=O)c(C(=O)Nc2ccccc2S(N)(=O)=O)c(O)c2ccccc21,nt,-2,2,65*,3,-5,0,-5,-1.4
CN(CC(=O)OCC(N)=O)S(=O)(=O)c1ccc(Cl)cc1,nt,4,7,2.7,0,-23,-5,5,-0.9

An excerpt from above in order of SMILES length, largest number first.
SMILES,Mtb BioA inh,PrPC TRFRET,Mtb FBA inh,Mtb UGM inh,GDH-TPI inh,MazEF act,BoNT F protease,Rv3671c inh,FadD28 binding
Cc1ccc(S(=O)(=O)NC(CC(C)C)C(=O)NCC(c2ccco2)N2CCCCC2)cc1 (stereo not given),-1.6,nt,-2,-0.5,2,-7,2,-3,-0.9
O=C(C1CCC1)N1CCc2cc(S(=O)(=O)Nc3ccc4c(c3)OCO4)ccc21,-0.7,8,-14,-0.1,-16,-1,-27,8,-4.9
COc1ccc(C)cc1NC(=O)CSc1nnc(COc2ccccc2)n1Cc1ccco1,3.5,14,1,1.3,3,-1,10,-4,-2.3
COc1ccc(CCNC(=O)C2CCCN(S(=O)(=O)c3ccccc3)C2)cc1 (stereo not given),1.0,5,2,-1.0,-11,-2,-2,-7,-3.1
O=C(c1cc(-c2cccnc2)nc2ccccc12)N1CCCc2ccccc21,0.6,8,-2,-3.7,16,5,-3,0,-1.7
Cc1cc(Cl)ccc1C(=O)C1CCCN(C(=O)c2snnc2C)C1 (stereo not given),nt,8,0,0.9,8,-5,-2,5,-1.4
CN1C(=O)NC2C1N(S(C)(=O)=O)CCN2S(C)(=O)=O (stereo not given),-0.1,-3,4,-1.0,5,4,-12,-3,0.0
CCOC(=O)c1ccccc1NC(=O)N[C@@H](C)C(=O)OC,-0.9,4,5,0.1,3,-1,-2,3,0.0
COc1cccc(N2CCN(C(=O)c3cc(C)oc3C)CC2)c1,0.1,-1,-2,-0.2,-4,0,8,-15,-2.2
CCNc1nc(Nc2ccc(C)c(Cl)c2)c2cnn(C)c2n1,0.7,18,2,-2.0,8,2,-18,9,-3.2
